phage Ecoli inh: E. coli growth loss with phage present; growth absorbance; inhibition, % at 11.9 µM; 360,000 tested, 0.26% active; in the data active = inhibition above about 11%
PfHsp90 set2: reduces growth (ATP signal) of yeast expressing P. falciparum Hsp90; S. cerevisiae expressing PfHsp90, BacTiter-Glo ATP, 48 h; yeast lacking PDR1 and PDR3 efflux regulators; inhibition, % at 9.4 µM; 310,000 tested, 0.32% active;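 active = every replicate shows inhibition above about 80%, whatever the replicate mean, limit read from the data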;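 note: 0% = DMSO neutral controls and 100% = 20 µM radicicol positive controls; yeast relying on Plasmodium falciparum Hsp90 in place of its own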
Tat transport: E. coli Tat transport inhibition; inhibition, % at 10 µM; 340,000 tested, 0.036% active; E. coli MC4100 TorA-mCherry Tat export, fluorescence;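 active = mean replicate inhibition at least 50% and at least half of replicates individually reaching 50%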;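 note: exported cargo escapes ClpAP degradation while cytoplasmic cargo is degraded and loses fluorescence; 0% = median of neutral control wells and 100% = median of NaSCN control wells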
OPRM1-OPRD1 inv: inverse agonist of human OPRM1-OPRD1 heterodimerization; P35372+P41143; cell-based MOR-DOR heterodimer luminescence, inverse agonism; inhibition, % at 9.3 µM; 340,000 tested, 0.21% active; in the data active = inhibition above about 22%, passing the limit was not always enough;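 note: 0% = cells with DMSO and 100% = wells without cells with DMSO; values of inactives mirror those of a sister screen read the other way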
Ecoli viability: counter-screen for AddAB inhibitors: E. coli growth inhibition. E. coli V3065 growth, OD600 absorbance, 18 h. inhibition, % at 11.9 µM. 330,000 tested, 0.27% active;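 active = inhibition above the campaign's mean inhibition across all tested compounds plus 3 SD, cut at about 9.9% in these data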;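 note: uninfected addAB+ strain grown without phage in ampicillin broth; 0% = DMSO wells and 100% = ciprofloxacin 0.95 µg/ml wells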
PKA-R2B activ: activators of human PKA-R2B complex. P22694+P31323. AID 504700. PKA-R2B holoenzyme dissociation, Cy5-IP20 fluorescence polarization; R2B truncated from residue 108, S112A mutant; 0% DMSO only, 100% 113 µM cGMP. activation, % at 11.4 µM. 340,000 tested, 0.079% active;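 active = activation above a cutoff set at the mean over all compounds plus 3 SD, cut at about 18% in these data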;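 note: higher means more holoenzyme dissociation and a rise in polarization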
Target sequence (P31323 whole entry, looked up, other chains not shown, the tested form may be a part): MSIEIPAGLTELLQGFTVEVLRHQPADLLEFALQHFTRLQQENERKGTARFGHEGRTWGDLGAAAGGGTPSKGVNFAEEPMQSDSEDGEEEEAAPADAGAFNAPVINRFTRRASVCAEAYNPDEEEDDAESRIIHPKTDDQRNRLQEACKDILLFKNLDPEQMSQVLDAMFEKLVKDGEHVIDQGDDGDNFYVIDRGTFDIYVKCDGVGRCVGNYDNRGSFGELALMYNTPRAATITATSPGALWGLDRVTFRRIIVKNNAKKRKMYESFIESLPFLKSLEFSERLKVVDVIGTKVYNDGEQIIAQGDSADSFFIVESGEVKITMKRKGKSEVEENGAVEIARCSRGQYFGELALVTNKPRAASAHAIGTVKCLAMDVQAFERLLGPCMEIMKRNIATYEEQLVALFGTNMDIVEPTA
PKA-R1A activ: PKA-R1A complex activation. P00514+P68181. PKA-R1A dissociation, Cy5-IP20 fluorescence polarization; scaled: DMSO 0%, 113 µM cGMP 100%. activation, % at 11.4 µM. 340,000 tested, 0.083% active. AID 504707;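 active = percent activation above the mean of all tested compounds plus 3 SD, cut at about 19% in these data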;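 note: higher means more PKAc released from R1A so a rise in polarization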
AddAB inh: less growth of phage-infected E. coli with AddAB; AID 435030; inhibition, % at 11.9 µM; 330,000 tested, 0.29% active; E. coli expressing H. pylori AddAB, absorbance growth; in the data active = inhibition above about 12%;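 note: 0% = vehicle wells of infected cells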
Mot1-301 SUMO: SUMOylation pathway inhibition by Mot1-301 growth rescue | S. cerevisiae Mot1-301 growth rescue, ATP luminescence, 38.5C; percent above DMSO median, 100 means doubled | growth rescue, % at 18.8 µM | 320,000 tested, 1% active;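 active = every valid replicate shows activation above 250% relative to neutral control wells; inactive = the rest, any valid replicate at or below 250%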;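 note: OY570 slx delta 5 strain wells were the positive control but not used for scaling; some compounds called inactive have numbers as strong as hits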
MOR-DOR ag: OPRM1-OPRD1 heterodimerization agonism | P35372+P41143 | 340,000 tested, 0.3% active | cells, luminescence | AID 504326 | activation, % at 9.3 µM; in the data active = activation above about 18%;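 note: 0% = vehicle-treated cells and 100% = reference agonist; values of inactives mirror those of a sister screen read the other way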
HTR5A inv ctr: inverse agonist of human HTR5A in OPRM1-OPRD1 counter-screen | P47898 | HTR5A cell line, luminescence, inverse agonism | inhibition, % at 9.3 µM | 340,000 tested, 0.083% active; in the data active = inhibition mostly above about 23%, no sharp cut-off; inactive = mostly below about 18%;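 note: 0% = cells with DMSO and 100% = no-cell wells with DMSO; some compounds called inactive have numbers as strong as hits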
Target sequence (P47898 whole entry, looked up): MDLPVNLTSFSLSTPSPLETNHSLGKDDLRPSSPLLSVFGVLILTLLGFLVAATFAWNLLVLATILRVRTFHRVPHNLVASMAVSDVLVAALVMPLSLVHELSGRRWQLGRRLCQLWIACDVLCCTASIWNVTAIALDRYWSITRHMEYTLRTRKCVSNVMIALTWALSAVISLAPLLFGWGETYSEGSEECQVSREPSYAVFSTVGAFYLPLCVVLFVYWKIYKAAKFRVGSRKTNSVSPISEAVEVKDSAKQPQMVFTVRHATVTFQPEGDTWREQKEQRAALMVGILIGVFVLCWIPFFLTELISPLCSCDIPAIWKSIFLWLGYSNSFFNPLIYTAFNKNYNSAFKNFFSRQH
Numbers without * were called inactive; . = not tested or not shown. Rows were taken by chance (roughly 2.2% active in at least one column).

SMILES	phage Ecoli inh	PfHsp90 set2	Tat transport	OPRM1-OPRD1 inv	Ecoli viability	PKA-R2B activ	PKA-R1A activ	AddAB inh	Mot1-301 SUMO	MOR-DOR ag	HTR5A inv ctr
CC(C)NC(=O)CCn1ccc2cc(S(=O)(=O)N3CCCC3)ccc21	-1.4	-4	-2	3	1.7	-7	6	-0.9	-16	-0.5	19
CCOC(=O)C1CCCN(C(=O)COC(=O)c2cc(=O)c3ccccc3o2)C1 (stereo not given)	1.1	19	-4	10	0.6	-12	-1	2.1	115	-1.7	-16
COc1ccccc1NC(=O)C1CCCN(S(=O)(=O)c2ccc3c(c2)CC(C)N3C(C)=O)C1 (stereo not given)	2.1	20	16	8	-0.8	-4	-1	4.4	9	-1.5	-10
Cc1ccc(CC(=O)NC2CCN(C)CC2)cc1	-2.9	18	0	2	1.2	-2	2	3.9	8	-0.4	5
CC(=O)c1ccc(NC(=O)CSc2ccc(-c3ccc4c(c3)OCO4)nn2)cc1	1.7	-1	-13	-5	-0.5	-1	-3	0.0	44	1.0	3
Cc1c([N+](=O)[O-])nnn1-c1cc(Cl)cc(Cl)c1	.	-44	-9	-7	1.6	0	6	0.3	.	1.4	1
CC(C)CC(C(=O)Nn1cnnc1)N1C(=O)c2ccccc2C1=O (stereo not given)	-0.6	4	-2	11	2.0	-5	-1	1.8	-21	-1.9	-31
Cc1nc2scc(C)n2c(=O)c1S(=O)(=O)Nc1ccc(F)cc1	0.7	-2	-1	8	-0.6	22*	12	4.0	-3	-1.6	-1
Cc1ccc(NC(=O)CN(C)CCOc2ccccc2)c([N+](=O)[O-])c1	1.4	-41	6	-15	2.5	-11	-2	0.9	14	2.8	-3
Cc1cc(C(=O)Nc2ncn(Cc3ccc(F)cc3)n2)ccc1[N+](=O)[O-]	-0.5	16	0	-14	1.4	-5	-7	0.3	3	2.8	17
Cc1ccccc1C(=O)N1CCC(C(=O)Nc2cccc(S(=O)(=O)N3CCCCC3)c2)CC1	2.6	16	26	1	-1.6	-7	-13	0.8	17	-0.3	6
CSc1ncc(OCc2ccccc2)c(=O)[nH]1	5.2	12	-2	16	1.2	0	-16	1.3	-9	-3.2	32
O=C(Cc1ccccc1Cl)Nc1ccc(S(=O)(=O)Nc2nccs2)cc1	3.1	1	-3	10	1.8	-9	-9	-0.2	-16	-3.2	10
COc1ccc2cc(C#N)c(N3CCN(C(=O)c4ccccc4C)CC3)nc2c1	3.0	-25	4	1	-0.1	5	-6	3.5	-11	-0.2	-22
O=C(/C=C/c1ccco1)NC(=S)Nc1nc(-c2ccc(Cl)cc2)cs1	1.7	-2	7	-2	-0.2	-5	-3	3.9	-6	0.4	-9
Oc1ccccc1-c1nnc(SCCN2CCOCC2)n1Cc1ccccc1	6.8	-15	2	15	3.2	2	-15	6.5	-20	-2.4	1
Cc1c(C(=O)Nc2cccnc2)oc2ccc(Br)cc12	1.3	1	-7	-29	-2.1	-10	-1	4.0	75	5.8	11
COc1cc2cc(C(=O)Nc3ccccc3)c(N)nc2cc1OC	0.9	16	7	2	1.1	-1	-10	2.7	2	-0.6	-10
COC(C[C@@H]1O[C@H]1[C@@H](O)COCc1ccccc1)OC	2.3	-8	-6	4	.	2	-7	.	.	-0.7	-25
Cn1cnnc1SCC(=O)NC(=O)NCc1ccccc1	2.1	32	11	8	-0.5	-9	-5	2.0	.	-2.0	-16
O=C(CSc1nc(-c2cccs2)cc(C(F)(F)F)n1)Nc1cc(OCC(F)(F)C(F)F)cc([N+](=O)[O-])c1	3.8	-17	-2	-10	1.7	-5	6	2.9	15	2.1	-37
O=C(/C=C\c1cccs1)c1c(O)ccc2ccc(=O)oc12	3.9	-25	-7	16	-3.6	-4	-11	2.4	1	-3.2	2
C=CCNC(=O)CN1N=C(c2ccc(C)cc2)CCC1=O	1.3	1	-14	6	-1.4	2	-4	-0.7	-8	-1.2	5
O=C(Nc1c2c(nn1-c1ccc(F)cc1)CS(=O)C2)c1ccc(S(=O)(=O)N2CCOCC2)cc1 (stereo not given)	4.4	-1	-4	-5	0.8	-16	-7	1.6	3	0.7	16
Cc1cccc(C(=O)NCCN2CCOCC2)c1[N+](=O)[O-]	0.6	-3	-1	9	-1.8	1	1	3.5	48	-1.6	3
C=CC[C@@H](CC(=O)N[C@@H](CO)Cc1ccccc1)C(=O)N[C@H](COC(=O)[C@@H](CC=C)CC(=O)OC(C)(C)C)Cc1c[nH]c2ccccc12	-0.7	-8	29	4	0.0	-10	-2	0.3	0	-0.9	8
N#CC1(NC(=O)CN2CCc3ccccc3C2)CCCC1	3.4	11	7	12	0.3	-4	-10	-0.6	6	-2.4	8
CCOCCn1c(=O)c2c(nc3n2CCCN3CCc2ccccc2)n(C)c1=O	-1.1	-5	0	14	1.8	-6	-8	6.0	-7	-2.7	-2
COc1ccc2nc(NC(=O)Nc3cccc4ccccc34)sc2c1	5.0	5	-3	-22	2.6	-7	-4	-1.0	.	4.4	-28
O=C(O)C1=C[C@H](c2ccc(Br)cc2)C[C@H](OCc2ccc(CO)cc2)O1	2.1	16	-8	14	0.2	-7	-10	0.7	-6	-2.5	2
CCOc1ccc(NC(=O)CN(C)C(=O)/C=C/c2ccc(S(=O)(=O)N3CCCCCC3)cc2)cc1OCC	4.6	.	-4	7	-1.3	-10	-3	-0.2	-8	-1.4	4
CSCCC(NC(=O)c1ccco1)C(=O)OCc1cc([N+](=O)[O-])cc2c1OCOC2 (stereo not given)	0.7	-10	-4	5	-0.6	-3	5	-0.7	.	-0.8	3
CC(C)c1nnc(NC(=O)CCC(=O)Nc2ccc(F)cc2)s1	1.6	7	1	13	1.0	-2	-2	2.5	-3	-2.3	-15
COC(=O)c1ccc(COc2ccc3c(C)c(C)c(=O)oc3c2)o1	1.7	4	-18	18	0.6	-14	-7	0.0	36	-3.1	-10
COc1cc(NS(=O)(=O)c2cc(C(=O)NCCc3ccccn3)ccc2OC)cc(OC)c1	0.2	2	7	14	-2.7	-1	-11	-2.0	2	-2.8	-2
COC(=O)Nc1nc(C)c(C(=O)c2ccccc2)s1	2.4	-5	-1	9	-0.9	-2	-1	2.1	.	-1.7	20
Cc1cc(C(=O)NN=C2CCCCCCC2)c2ccccc2n1	2.9	27	-4	14	0.6	-4	7	0.7	9	-2.5	-7
CCC(C(=O)OCC(=O)Nc1c(C)nn(-c2ccccc2)c1C)c1ccccc1 (stereo not given)	-2.4	.	2	1	1.5	-9	-8	2.4	-17	-0.1	11
N=C1C(c2nc3ccccc3s2)=C(O)CN1NC(=O)c1ccccc1[N+](=O)[O-]	4.3	-4	0	11	-3.1	-6	-3	-0.5	-9	-2.0	3
CC1=C([N+](=O)[O-])C(c2ccccc2)C2=C(N1)c1ccccc1C2=O (stereo not given)	3.1	28	0	19	-0.2	3	-5	-1.2	-8	-3.7	3
CCC(=O)Nc1c(-c2ccc(Cl)cc2)c(=O)c2ccccc2n1C	1.2	-30	-2	5	.	1	-10	.	4	-1.0	-19
CC(=O)C[C@H](O)CC(=O)[C@@H]1OC(=O)CCCCCCc2ccccc21	0.5	4	-3	1	-1.1	-7	3	-1.4	0	-0.2	-16
O=C(NCc1ccccn1)C1CCN(S(=O)(=O)c2ccccc2F)CC1	2.6	-20	3	14	-0.3	-14	-7	-0.4	-11	-3.7	8
Cc1cccc(NCCNc2cccc(C)c2)c1	2.9	-9	-8	-23	0.2	-3	-1	1.3	6	4.4	6
Cc1nc(-c2ccccc2)cc(=O)[nH]1	0.8	.	6	14	-1.6	3	2	-0.6	-23	-2.5	0
CC(OC(=O)c1c(F)cccc1F)C(=O)NCCC1=CCCCC1 (stereo not given)	4.2	-13	7	11	1.1	-4	-5	-0.3	30	-2.2	2
CCOC(=O)N1CCN(C(=O)C2CCN(C(=O)c3ccccc3C)CC2)CC1	-0.7	14	-1	12	.	-1	-9	.	.	-2.3	0
Cc1ccc(-c2cc(NC(=O)CCl)n(-c3ccccc3)n2)cc1	1.5	-25	-1	-13	-0.8	-8	4	2.7	6	2.5	8
COCCCN(C(=S)Nc1cc(Cl)cc(Cl)c1)C(C)c1ccccn1 (stereo not given)	4.6	2	13	-2	0.2	0	-4	-1.1	-9	0.4	-14
CC(=O)N1c2ccccc2Oc2cc3ccccc3cc21	3.5	-15	2	-59	-1.5	0	3	1.5	146	11	-12
Cc1cc(NC(=O)CSc2nc3ccsc3c(=O)n2CCCC(=O)NCCc2ccccc2)no1	1.3	-7	2	-6	-3.2	-7	-3	4.5	771*	1.4	2
CNCc1c(OCc2ccccc2)ccc2ccccc12	3.0	0	-2	-14	4.7	4	2	3.2	7	2.9	10
CN(C(=O)c1cc2c(=O)n3ccccc3nc2s1)C1CCCCC1	1.0	20	3	14	0.3	5	5	4.1	-24	-2.6	-24
O=C(Oc1ccc(-c2nnco2)cc1)N(c1ccccc1)c1ccccc1	1.8	-3	9	3	-1.1	-8	-6	0.9	131	-0.6	-21
Cc1ccc(C(=O)NNC(=O)c2ccc(S(=O)(=O)N(C)c3ccccc3)cc2)cc1	3.9	8	1	8	.	4	12	.	.	-1.2	0
CC1CN(CC(=O)N2CCc3[nH]c4ccccc4c3C2)CC(C)O1 (stereo not given)	3.8	-10	-9	16	-0.2	4	-1	2.6	-25	-3.4	-9
CCOc1ccc(N=C2SC(C(=O)Nc3ccccc3C#N)C(N)=C2C(=O)Nc2ccc(Cl)cc2)cc1 (stereo not given)	5.6	-24	10	-14	-1.6	-6	1	1.1	-18	2.7	4
COc1ccc(CCN=CC2=C(O)CC(C)(C)CC2=O)cc1	4.6	11	1	7	0.5	-5	2	3.5	-7	-1.4	0
COc1ccc(NC(=O)c2cn3c(nc4ccccc43)c(C#N)c2C)cc1	-0.3	7	-5	14	-1.4	0	3	3.0	-3	-2.6	11
C/C(=C(\C#N)C(=O)NCCCN1CCOCC1)N(C)C	1.5	6	-8	10	0.9	8	0	4.4	2	-1.8	6

Next records follow:
SMILES	phage Ecoli inh	PfHsp90 set2	Tat transport	OPRM1-OPRD1 inv	Ecoli viability	PKA-R2B activ	PKA-R1A activ	AddAB inh	Mot1-301 SUMO	MOR-DOR ag	HTR5A inv ctr
CCN1CCN(c2nc(Nc3cccc(C)c3)nc(N)c2[N+](=O)[O-])CC1	2.3	7	-2	13	-1.5	-4	-1	1.3	-13	-2.1	-9
COCCSc1nnc(NC(=O)C(C)(C)C)s1	2.5	10	1	11	0.2	12	3	2.7	-20	-1.8	10
CCOC(=O)Cn1cnc2scc(-c3ccccc3)c2c1=O	0.7	-2	-10	20	1.6	6	1	3.9	-5	-4.4	-10
CCn1ncc(S(=O)(=O)N2CCN(c3cccc(OC)c3)CC2)c1C	1.2	14	3	13	-1.5	2	-2	-0.3	-10	-2.6	0
O=C(Cc1c(F)cccc1Cl)NNC(=O)Nc1ccc2c(c1)OCO2	0.9	-43	-2	7	-0.8	3	10	0.8	2	-1.6	-5
N#CCCN(C(=O)COC(=O)CCC(=O)c1ccc(F)cc1)c1ccccc1	3.1	3	-9	5	-1.9	-11	-9	2.6	0	-1.3	-7
Cc1ccc(-c2nnn(CC(=O)N(CC(=O)NC3CCCC3)c3cnc4ccccc4c3)n2)o1	0.0	.	4	0	4.4	0	3	1.4	22	0.0	10
